# Bioassay records: PubChem BioAssay, The Scripps Research Institute Molecular Screening Center
# ASK1 primary = inhibitors of human ASK1 kinase; Q99683; AlphaScreen MKK6 phosphorylation by ASK1, luminescence; inhibition, % at 7.44 µM; 0.99% of 22,000 active; in the data active = inhibition above about 35%;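 also: 0% = median of compound wells and 100% = no enzyme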
# Target sequence (Q99683 whole entry, looked up): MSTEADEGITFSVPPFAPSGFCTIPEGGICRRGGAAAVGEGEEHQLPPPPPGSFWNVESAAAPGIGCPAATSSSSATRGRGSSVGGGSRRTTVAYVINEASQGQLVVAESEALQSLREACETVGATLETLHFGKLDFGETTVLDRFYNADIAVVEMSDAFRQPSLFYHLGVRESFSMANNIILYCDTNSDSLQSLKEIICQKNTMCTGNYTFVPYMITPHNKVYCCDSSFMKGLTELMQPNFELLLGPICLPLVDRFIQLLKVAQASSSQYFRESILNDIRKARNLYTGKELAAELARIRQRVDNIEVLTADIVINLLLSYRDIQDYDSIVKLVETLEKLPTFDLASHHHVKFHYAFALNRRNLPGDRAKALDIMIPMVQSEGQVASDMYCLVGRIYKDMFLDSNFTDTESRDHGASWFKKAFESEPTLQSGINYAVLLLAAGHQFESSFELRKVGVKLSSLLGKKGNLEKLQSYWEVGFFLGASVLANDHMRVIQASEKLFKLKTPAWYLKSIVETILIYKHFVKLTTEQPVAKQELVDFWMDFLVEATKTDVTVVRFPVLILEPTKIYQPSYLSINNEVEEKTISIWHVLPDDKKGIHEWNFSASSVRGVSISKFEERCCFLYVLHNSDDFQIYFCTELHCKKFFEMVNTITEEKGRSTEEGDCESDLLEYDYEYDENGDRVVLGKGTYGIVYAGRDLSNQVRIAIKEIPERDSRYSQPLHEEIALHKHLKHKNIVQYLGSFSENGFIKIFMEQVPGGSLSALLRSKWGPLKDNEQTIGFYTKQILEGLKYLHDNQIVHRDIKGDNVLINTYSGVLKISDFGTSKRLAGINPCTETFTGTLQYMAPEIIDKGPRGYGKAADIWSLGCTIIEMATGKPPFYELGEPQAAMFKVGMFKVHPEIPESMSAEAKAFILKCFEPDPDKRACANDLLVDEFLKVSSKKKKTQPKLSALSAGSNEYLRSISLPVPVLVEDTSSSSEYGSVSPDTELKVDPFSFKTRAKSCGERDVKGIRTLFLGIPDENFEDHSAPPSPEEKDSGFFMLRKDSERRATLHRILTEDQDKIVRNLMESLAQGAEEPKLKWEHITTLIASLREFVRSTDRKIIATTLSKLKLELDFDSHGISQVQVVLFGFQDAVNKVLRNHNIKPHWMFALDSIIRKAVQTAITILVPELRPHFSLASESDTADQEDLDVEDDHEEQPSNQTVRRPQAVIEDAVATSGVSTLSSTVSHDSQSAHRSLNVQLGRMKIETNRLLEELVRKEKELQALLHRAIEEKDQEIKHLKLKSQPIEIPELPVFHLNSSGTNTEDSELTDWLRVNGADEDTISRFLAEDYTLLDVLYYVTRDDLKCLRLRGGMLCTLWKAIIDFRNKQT
# ULK1 inh = inhibitors of human ULK1 kinase | O75385 | AlphaScreen Atg13 phosphorylation by ULK1, luminescence | inhibition, % at 5.96 µM | 1.9% of 30,000 active | AID 1259251; in the data active = inhibition above about 43%;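 also: 0% = median of compound wells and 100% = no enzyme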
# Numbers without * were called inactive; . = not tested or not shown; & = joins results of further samples.
SMILES,ASK1 primary,ULK1 inh
Nc1cccc(-c2cc(C(=O)NCc3nc4ccccc4[nH]3)ccn2)c1,16,7
CC(=O)Nc1ccc(NC(=O)c2ccnc(Nc3nccc4ccccc34)c2)cc1,9,3
COc1ccc(C(=O)NCc2ccccc2)c(OC)c1,.,-3
COc1cccc(NCc2nc3ccc(-c4ccnc(N)n4)cc3[nH]2)c1,10,29
NS(=O)(=O)c1ccc(-c2cc(NC(=O)C3COc4ccccc4O3)ccn2)cc1 (centres undefined),-8,-4
c1ccc(OCCNc2nc(N3CCC(N4CCOCC4)CC3)nc3c2ncn3C2CCCCC2)cc1,17,-7
O=C1CCCN1CCCNc1nc(Nc2nccc3ccccc23)nc2nc[nH]c12,0,8
O=C(NCCc1ccc(O)cc1)c1csc(-c2csc3ccccc23)n1,-2,-32
CCCCCCCCCCCCC[N+](C)(C)Cc1ccccc1,.,-37
FC(F)(F)c1ccc(Nc2nc(NCCN3CCOCC3)c3ncn(-c4ccccc4)c3n2)cc1,-5,-18
O=C(NCc1ccccc1Cl)c1nnc(-c2ccccc2)o1,.,-2
CN(C)c1cccc(Nc2cc(NCCN3CCOCC3)ncn2)c1,11,-1
COc1ccc(CCNc2cc(C)nc(NCc3ccc4c(c3)OCO4)n2)cc1,15,-7
NC(=O)c1ccc(-c2nc3ncnc(Nc4ccc(N5CCOCC5)cc4)c3[nH]2)cc1,8,17
CN(Cc1ccccc1)C(=O)CN(c1ccc(F)cc1)S(=O)(=O)c1ccccc1,.,-10
NC(=O)c1ccc2nc(NCc3cccnc3)sc2c1,5,2
O=C(NCCc1ccc(O)cc1)c1cnc(Nc2ccc3ncccc3c2)s1,-3,-18
CCN(CC)C(=O)C1CCCN(c2nc3ncnc(NC4CC4)c3[nH]2)C1 (centres undefined),8,7
CCCNc1nc(N2CCC(N3CCOCC3)CC2)nc2c1ncn2-c1ccccc1,4,0
CC(=O)Nc1ccc(Nc2ccnc(-c3ccc(C(=O)N4CCN(C)CC4)cc3)n2)cc1,-2,-10
O=C(NCCO)c1ccc2nc(-c3ccccc3)sc2c1,-11,-14
c1ccc(CNc2ccnc(Nc3ccncc3)n2)cc1,-27,-2
CC(C)(C)C(=O)N1CCC(c2nnc(-c3ccccc3)o2)CC1,.,-2
CC(C)N(CCNc1nc(Nc2nccc3ccccc23)nc2c1ncn2-c1ccccc1)C(C)C,-7,-11
CCCNc1ncnc2c1nc(NCCCN1CCCC1=O)n2C(C)C,-4,0
OC1CCC(Nc2ncc(-c3ccccc3-c3ccccc3)n3ccnc23)CC1 (centres undefined),3,-17
CC(C)n1cnc2c(NCCO)nc(-c3ccc(C(N)=O)cc3)nc21,-1,6
CCCNC(=O)c1cc(Nc2ccc(N3CCOCC3)cc2)nc2ccccc12,6,-1
c1csc(-c2nc(NC3CC3)c3ncn(-c4ccsc4)c3n2)c1,-2,-2
O=C(NCc1cccnc1)c1csc(NCc2cccnc2)n1,-14,5
COc1cc2nc(-c3cccc(C)c3)nc(Nc3ccc(OCCN4CCCCC4)cc3)c2cc1OC,-3,-20
CCN(CC)N=Nc1cccc(NC(C)=O)c1,.,0
COc1cc(NC(=O)c2cnc(-c3ccc(C(=O)N4CCN(C)CC4)cc3)s2)cc(OC)c1OC,3,-2
COC(=O)Cn1c(O)c(N=NC(=O)C2COc3ccccc3O2)c2ccccc21 (centres undefined),.,-10
O=C(NC1CCN(Cc2ccccc2)CC1)c1ccnc(NCc2ccc3c(c2)OCO3)c1,-14,-3
CC(C)N(CCNc1nc(Nc2nccc3ccccc23)nc2nc[nH]c12)C(C)C,-16,2

# Reprinted from the entries so far for reference:
SMILES,ASK1 primary,ULK1 inh
COc1ccc(C(=O)NCc2ccccc2)c(OC)c1,.,-3
COc1cccc(NCc2nc3ccc(-c4ccnc(N)n4)cc3[nH]2)c1,10,29
NS(=O)(=O)c1ccc(-c2cc(NC(=O)C3COc4ccccc4O3)ccn2)cc1 (centres undefined),-8,-4
c1ccc(OCCNc2nc(N3CCC(N4CCOCC4)CC3)nc3c2ncn3C2CCCCC2)cc1,17,-7
O=C1CCCN1CCCNc1nc(Nc2nccc3ccccc23)nc2nc[nH]c12,0,8
O=C(NCCc1ccc(O)cc1)c1csc(-c2csc3ccccc23)n1,-2,-32
CCCCCCCCCCCCC[N+](C)(C)Cc1ccccc1,.,-37

# (continued)
SMILES,ASK1 primary,ULK1 inh
COc1ccc(CCNC(=O)c2ccnc(N3CCC(N4CCOCC4)CC3)c2)cc1,7,2
COc1ccc(CCNc2nc(Nc3ccc(C(F)(F)F)cc3)nc3nc[nH]c23)cc1,9,-9
FC(F)(F)c1cccc(CNc2nc(-c3cccs3)nc3c2ncn3C2CCCCC2)c1,-2,-5
c1ccc(CNc2cc(Nc3cnccn3)ncn2)cc1,-9,-12
COc1ccc2c(c1)c(CC(=O)OC/C=C(\C)CC/C=C(\C)CCC=C(C)C)c(C)n2C(=O)c1ccc(Cl)cc1,.,10
CCn1c(C2COc3ccc(OC)cc3C2)nc2cc(F)c(-c3ccnc4[nH]ccc34)cc21 (centres undefined),16,-5
COc1ccc(CCNc2ccnc(Nc3ccc(-n4ccnc4)cc3)n2)cc1,17,-9
c1csc(-c2nc3ncnc(NCCN4CCOCC4)c3[nH]2)c1,6,5
CN1CCN(C(=O)c2ccc(-c3cc(NCCc4ccc(O)cc4)ncn3)cc2)CC1,-4,-8
Cn1nccc1Nc1cc(C(=O)Nc2ccc3c(c2)OCO3)ccn1,10,22
Cc1nc(Nc2cccc([N+](=O)[O-])c2)nc(N(C)c2ccccc2)c1[N+](=O)[O-],.,9
COc1ccccc1CNC(=O)c1ccc2cncc(-c3ccccc3)c2n1,.,32

# Compound profiles, as listed above. Screens in order: ASK1 primary | ULK1 inh
# Shown for CN1CCN(C(=O)c2ccc(-c3cc(NCCc4ccc(O)cc4)ncn3)cc2)CC1 = -4 | -8
# Shown for COc1ccc(CCNC(=O)c2ccnc(N3CCC(N4CCOCC4)CC3)c2)cc1 = 7 | 2
# Shown for COc1ccc2c(c1)c(CC(=O)OC/C=C(\C)CC/C=C(\C)CCC=C(C)C)c(C)n2C(=O)c1ccc(Cl)cc1 = . | 10

# (next part)
SMILES,ASK1 primary,ULK1 inh
c1ccc(Nc2nc(NCc3cccnc3)c3[nH]cnc3n2)nc1,-35,31
COc1ccc(CCNc2nc(Nc3cc(OC)c(OC)c(OC)c3)nc3c2ncn3CCN2CCCC2=O)cc1,6,-7
COC(=O)c1ccc(/C=C/c2nc(O)c([N+](=O)[O-])c(=O)[nH]2)cc1,.,4
OCC1CCCN1c1nc(NCc2ccccc2)c2[nH]cnc2n1 (centres undefined),11,12
NC(=O)c1ccc(-c2nc(NCCN3CCOCC3)c3ncn(-c4ccccc4)c3n2)cc1,3,-14
Cc1nc(-c2ccc(Nc3nccc(-c4ccccc4)n3)cc2)n[nH]1,14,-1
COc1ccc(CCNC(=O)c2csc(-c3csc4ccccc34)n2)cc1,-33,-13
CCc1ccc(OC)c(S(=O)(=O)Nc2ccc3c(c2)CC(=O)N3CC)c1,.,1
c1ccc(OCCNc2nc(N3CCc4ccccc4C3)nc3c2ncn3C2CCCCC2)cc1,23,4
COc1ccc(-c2nc3ncnc(NCc4cccc(C(F)(F)F)c4)c3[nH]2)cc1,19,-4
CN(C)S(=O)(=O)c1ccc2c(c1)N(CCCN1CCC(CCO)CC1)c1ccccc1S2,.,1
COc1cc(N2CCOCC2)ccc1Nc1cc(-c2nocc2-c2cnn(C)c2)ccn1,11,-18
O=C(CCNC(=O)Oc1ccccc1)NC1CCCCC1,.,-16
CN(C)c1cccc(Nc2nc(Nc3ccc4c(c3)OCO4)c3ncn(Cc4ccc(C(F)(F)F)cc4)c3n2)c1,50*,32
COc1ccc(CCNc2nc(Nc3ccc(-n4ccnc4)cc3)nc3c2ncn3C2CCCCC2)cc1,30,4
CNC(=O)c1cc(F)ccc1Nc1cc(Nc2ccc(NC(C)=O)cc2)ncc1C(F)(F)F,3,79*
CCN(CC)C(=O)C1CCCN(c2nc(C)cc(NCc3ccccc3)n2)C1 (centres undefined),1,2
CN1CCN(C(=O)c2ccc(-c3cc(NCc4ccccc4)nc(N)n3)cc2)CC1,0,5
Cc1nn(C)c(C)c1-c1nc(NCCCN2CCCC2=O)c2ncn(-c3ccsc3)c2n1,-6,-1
CCCc1nnc(-c2cc3ccccc3n2CCC(C)C)o1,.,-5
CC(C)n1c(Nc2nccc3ccccc23)nc2c(NCCOc3ccccc3)ncnc21,-14,-2
O=C1CN(S(=O)(=O)CBr)CC2c3ccccc3CCN12 (centres undefined),.,9
CCOCCCNc1nc2nc3ccc(C)cn3c(=O)c2cc1C(=O)NCc1cccnc1,.,10
COc1ccc(CCNc2nc(-c3c(C)noc3C)nc3c2ncn3-c2ccsc2)cc1,10,-2
Cc1onc(-c2c(Cl)cccc2Cl)c1C(=O)Cl,.,-2
OCCCNc1cc(-c2ccncc2)nc(-c2ccccn2)n1,.,1
CC(C)n1cnc2c(Nc3ccc4c(c3)OCO4)nc(Nc3ccc(N4CCOCC4)cc3)nc21,36*,12
FC(F)(F)c1ccc(Cn2cnc3c(NCCOc4ccccc4)nc(NCCN4CCOCC4)nc32)cc1,9,-10
FC(F)(F)c1cccc(CNc2cc(-c3ccc(N4CCOCC4)nc3)ncn2)c1,12,-44
c1cnc(Nc2nc3ncnc(Nc4ccc(N5CCOCC5)cc4)c3[nH]2)nc1,20,24
COc1cc(Nc2ncc(C)c(NCc3nc4ccccc4[nH]3)n2)cc(OC)c1OC,9,5
Oc1ccc(CCNc2nc(NC3CCN(Cc4ccccc4)CC3)nc3nc[nH]c23)cc1,11,8
c1cc(-n2cnc3c(NC4CC4)nc(-c4ccc(N5CCOCC5)nc4)nc32)cs1,3,-5
COc1cc2nc(N3CCC(N4CCOCC4)CC3)nc(Nc3ccc(N4CCOCC4)cc3)c2cc1OC,-4,3
O=C(Nc1ccc2c(c1)OCO2)c1csc(N2CCCC2CO)n1 (centres undefined),-3,17
CCCNc1cc(C)nc(Nc2cc(OC)c(OC)c(OC)c2)n1,17,-18
O=C(NCCN1CCOCC1)c1ccc2nc(Nc3ccc(N4CCOCC4)cc3)sc2c1,-22,-4
OCCNc1nc(NCc2cccnc2)nc2c1ncn2-c1ccsc1,-3,0
CC(C)n1cnc2c(NCCCN3CCCC3=O)nc(Nc3ccccc3)nc21,18,23
O=C(Nc1ccc2[nH]ncc2c1)C1CCN(C(=O)NCc2ccc(Cl)cc2)C1 (centres undefined),-9,-7
CCNc1nccc(NCCN(C(C)C)C(C)C)n1,1,10
CC(C)n1c(Nc2ccc(-n3ccnc3)cc2)nc2c(NCCOc3ccccc3)ncnc21,1,-17
CCN(CC)C(=O)C1CCCN(c2cc(NCCOc3ccccc3)ncn2)C1 (centres undefined),-2,-17
O=C(NCCCn1ccnc1)c1ccc2cncc(-c3cc4ccccc4o3)c2n1,.,10
Cc1cc(NCc2cccnc2)nc(-c2c(C)noc2C)n1,-11,14
O=C(NCCN1CCOCC1)c1cnc(Nc2ccc(N3CCOCC3)cc2)s1,1,-2
O=C(O)CCn1c2c(c3ccccc31)C[C@H](NS(=O)(=O)c1ccc(F)cc1)CC2,.,-13
c1ccc(CNc2ccnc(Nc3ccccc3)n2)cc1,5,6
Cc1cc(C)cc(Cn2c(NCc3ccccc3)cc(=O)n(C)c2=O)c1,.,-10
O=C(O)CCCCCCCCCCCCCCc1ccc(I)cc1,.,13
COc1ccc(-c2ncc(C(=O)Nc3ccccc3)s2)cn1,-2,1
O=C(NCc1ccccc1)c1cnc(NCCCN2CCCC2=O)s1,-7,7
CCOC(=O)N(Cc1ccccc1)C1CC1,.,-3
CC(C)N(CCNC(=O)c1csc(Nc2cnccn2)n1)C(C)C,4,3
COc1cc2nc(Nc3cccc(N(C)C)c3)nc(Nc3ccc(N4CCOCC4)cc3)c2cc1OC,56*,-4
Cc1cccc(Nc2ccc3c(cnn3-c3cc(C(=O)NCCN4CCN(C)CC4)ccn3)c2)c1Cl,11,-18
O=C(Nc1ccccc1)c1cc(N2CCN(Cc3ccc4c(c3)OCO4)CC2)nc2ccccc12,-1,7
CC(=O)Nc1ccc(NC(=O)c2ccnc(-c3ccc(N4CCOCC4)nc3)c2)cc1,-16,-14
CN1CCN(C(=O)c2ccc(-c3nc(NCc4cccnc4)c4ncn(CCN5CCCC5=O)c4n3)cc2)CC1,-8,8
O=C(O)/C=C\C(=O)N(C1CC1)C1CCN(CCc2ccccc2)CC1,.,-13

# (list continues)
SMILES,ASK1 primary,ULK1 inh
O=C(NCCCN1CCCC1=O)c1cc(N2CCN(Cc3ccc4c(c3)OCO4)CC2)nc2ccccc12,12,-26
CCCNC(=O)c1ccnc(Nc2ccc(N3CCOCC3)cc2)c1,-5,6
CS(=O)(=O)c1ccc2c(c1)nc(N1CCCC1)c1nccn12,.,6
Cc1cc(NCCc2ccc(O)cc2)nc(Nc2ccc(C(F)(F)F)cc2)n1,-7,-19
N#Cc1cnn2c(-c3ccccc3)ccnc12,10,-8
Nc1cc(Nc2ccncn2)ncn1,-11,14
CC(C)n1cnc2c(Nc3ccc(N4CCOCC4)cc3)nc(NC3CCC(O)CC3)nc21 (centres undefined),7,44*
CCN(CC)c1nc(NCc2cccnc2)nc(Nc2cc(OC)c(OC)c(OC)c2)n1,-7&19,-1&5
Cc1noc(C)c1-c1cc(NC2CC2)ncn1,3,7
Nc1nc(Nc2ccc(N3CCOCC3)cc2)nc2c1ncn2C1CCCCC1,2,2
Cc1cccc(CC(=O)Nc2cnn(-c3ccc(C(=O)Nc4cccc(C(F)(F)F)c4)cc3)c2)c1,-26,-31
O=C(CN1CCOCC1)Nc1c(F)c(F)nc(N2CCOCC2)c1F,.,7
Cc1nc2ncccc2c(=O)n1-c1ccc(NC(=O)c2ccc3ccccc3c2)cc1,.,-10
Clc1ccc(-n2nnc3c(N4CCNCC4)ncnc32)cc1,.,1
CN(C)CCC=C1c2ccccc2CCc2ccccc21,.,12
Brc1c(NC2=NCCN2)ccc2nccnc12,.,18

# Sorted by molar mass (low to high): three of the compounds above
SMILES,ASK1 primary,ULK1 inh
CS(=O)(=O)c1ccc2c(c1)nc(N1CCCC1)c1nccn12,.,6
CCN(CC)C(=O)C1CCCN(c2nc(C)cc(NCc3ccccc3)n2)C1 (centres undefined),1,2
COc1cc2nc(-c3cccc(C)c3)nc(Nc3ccc(OCCN4CCCCC4)cc3)c2cc1OC,-3,-20

# This is a random part of the collection. Share with any hit: about 2.8%.
